PRMT1 inh = blocks human protein arginine methyltransferase 1; Q99873; recombinant PRMT1, activity-based probe fluorescence polarization; inhibition, % at 2.79 µM; 1.3% of 370,000 active; AID 652257;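 active = inhibition above about 21% made by adding two undisclosed values, limit read from the data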
MBD2 DNA inh = inhibitors of human MBD2 binding to methylated oligonucleotide. 0.31% of 370,000 active. Q9UBB5. TR-FRET. inhibition, % at 4.4 µM; in the data active = inhibition above about 13%
NR1D1 modulator = modulates human Rev-erb alpha binding to DNA; Rev-erbα–FITC-DNA binding, fluorescence polarization, 90 min; activity, % at 10 µM; 0.79% of 370,000 active; AID 1259318;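 active = activity above about 14%, limit read from the data; passing the limit was not always enough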;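 note: 0% = DMSO wells with 35 nM protein and 100% = DMSO wells with 750 nM protein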
mABHD4 FP = inhibitors of mouse ABHD4; Q8VD66; purified mABHD4, FP-Rh probe fluorescence polarization; inhibition, % at 8.92 µM; 0.54% of 370,000 active; AID 720543;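 active = inhibition exceeding the mean over every tested compound plus 3 SD, cut at about 30% in these data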;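 note: 0% = plate median of compound wells and 100% = S159A mutant with DMSO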
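Test system: mABHD4 protein | Buffer or medium: HEPES pH 7.0 buffer, 150 mM NaCl, 0.01% Pluronic F-127 | Probe or stimulus: FP-Rh fluorescent activity-based probe, added after compound pre-incubation | Timing: Pre-incubation 45 min, probe exposure 60 min, at 25 °C | Technique: Fluorescence polarization, excitation 525 nm, emission 598 nm, BODIPY TMR filters | Repeats: Single well per compound (singlicate)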
rCAG RNA binder = molecules binding r(CAG) RNA repeats; r(CAG) RNA repeat, TO-PRO-1 dye displacement fluorescence; inhibition, % at 3 µM; 1.3% of 370,000 active; AID 651821;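 active = inhibition above the plate cutoff, the mean of all test compounds on that plate plus 3 SD, cut at about 35% in these data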;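 note: 0% = DMSO alone and 100% = 100 µM mitoxantrone as full dye displacement; higher means more dye released from RNA so lower well fluorescence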
PG9 binder = small molecules binding HIV-1 gp120 antibody PG9; TR-FRET gp120-PG9 antibody binding; inhibition, % at 6.7 µM; 0.43% of 360,000 active; AID 624416; in the data active = inhibition above about 8.5%
HTRA1 inhibitor = blocks human HTRA1 serine peptidase; 0.5% of 340,000 active; inhibition, % at 5.96 µM; recombinant HTRA1, FP-rhodamine activity-based probe, fluorescence polarization; Q92743; in the data active = inhibition above about 36%;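 note: 0% = enzyme with DMSO and 100% = wells lacking enzyme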
LEDGF integ inh = blocks HIV-1 LEDGF/p75-dependent DNA integration. TR-FRET IN-LEDGF/p75 DNA integration, Eu/Cy5. inhibition, % at 3.7 µM. 0.64% of 370,000 active. AID 743269;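 active = inhibition above the screen-wide mean plus 3 SD, cut at about 13% in these data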;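 note: signal is the Cy5 over europium emission ratio at 671 and 618 nm; 0% = plate median of compound wells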
UHRF1 binding = human UHRF1 methylated DNA binding inhibitors; UHRF1 binding to methylated oligo, TR-FRET; 0.75% of 370,000 active; inhibition, % at 4.4 µM; AID 687016; Q96T88; in the data active = inhibition above about 21%;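 note: UHRF1 SRA domain binding a hemimethylated CpG hairpin DNA probe; 0% = median of test compound wells and 100% = reference inhibitor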
Target sequence (Q96T88 whole entry, looked up, the tested form may be a part): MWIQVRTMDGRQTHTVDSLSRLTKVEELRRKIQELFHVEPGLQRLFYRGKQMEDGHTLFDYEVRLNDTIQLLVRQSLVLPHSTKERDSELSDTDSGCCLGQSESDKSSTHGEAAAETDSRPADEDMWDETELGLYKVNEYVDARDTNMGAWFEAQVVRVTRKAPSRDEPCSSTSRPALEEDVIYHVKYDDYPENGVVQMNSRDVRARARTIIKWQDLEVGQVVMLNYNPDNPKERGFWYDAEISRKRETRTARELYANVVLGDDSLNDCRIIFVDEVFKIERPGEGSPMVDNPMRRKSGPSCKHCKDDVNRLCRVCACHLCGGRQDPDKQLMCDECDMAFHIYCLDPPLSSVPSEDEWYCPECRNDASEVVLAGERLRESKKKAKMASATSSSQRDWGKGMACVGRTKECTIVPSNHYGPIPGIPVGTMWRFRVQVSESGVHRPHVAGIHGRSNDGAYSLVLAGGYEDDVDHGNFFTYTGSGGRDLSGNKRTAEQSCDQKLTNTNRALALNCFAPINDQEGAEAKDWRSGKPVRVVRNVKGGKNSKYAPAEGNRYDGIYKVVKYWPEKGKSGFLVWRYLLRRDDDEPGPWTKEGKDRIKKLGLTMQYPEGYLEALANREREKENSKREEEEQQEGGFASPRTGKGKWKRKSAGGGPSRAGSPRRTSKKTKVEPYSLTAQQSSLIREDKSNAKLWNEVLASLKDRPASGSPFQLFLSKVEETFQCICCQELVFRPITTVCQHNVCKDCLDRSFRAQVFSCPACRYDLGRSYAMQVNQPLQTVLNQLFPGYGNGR
TCR CD3 inh = inhibitors of human TCR-CD3 interaction; TAMRA-labeled TCR probe fluorescence, biochemical; inhibition, % at 9.4 µM; 0.37% of 360,000 active; AID 651800; in the data active = inhibition above about 19%;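 note: recombinant mutant TCR 2C K166C tagged with TAMRA read by polarization; 0% = receptor in buffer alone and 100% = receptor with positive control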
Active calls of the source: *; . = no result given. Only part of the results is shown. The share of hits here may be higher or lower than overall.

Each structure is followed by: PRMT1 inh	MBD2 DNA inh	NR1D1 modulator	mABHD4 FP	rCAG RNA binder	PG9 binder	HTRA1 inhibitor	LEDGF integ inh	UHRF1 binding	TCR CD3 inh
> CC(C)c1ccc(S(=O)(=O)N2CCN(C(=O)Cc3ccsc3)CC2)cc1
  2	1	2	3	-1	-0.8	-5	0	-3	-1
> C[C@H](NC(=O)c1ncn2c1C(=O)NC[C@H]2C)C(=O)OC(C)(C)C
  3	3	-9	7	-2	0.3	3	-3	3	-4
> CCOc1cc(/C=C2/NC(=O)N(CC(=O)OC)C2=O)ccc1O
  2	-8	-1	-3	-2	-6.1	3	-1	-3	-4
> Cc1ccc(C(=O)Nc2ccc3c(c2)OCO3)cc1S(=O)(=O)N1CCCCC1
  -3	13*	-1	-9	3	-0.9	-15	-1	0	-4
> CCOc1ccc(OCCSc2ccc(S(=O)(=O)N3CCN(C)CC3)cn2)cc1
  -5	1	3	7	0	-2.0	-1	2	-2	2
> CC(OC(=O)c1c[nH]c2ccccc12)C(=O)N1CCCC1 (stereo unspecified)
  3	0	-2	2	-2	0.1	-1	-5	1	-8
> C[n+]1ccc(/C=C/c2c[nH]c3ccccc23)cc1
  5	-90	169*	3	-302	-18	3	-3	-398	-2
> Cc1ccc(CNC(=O)C2COc3ccccc3O2)cc1 (stereo unspecified)
  -5	0	1	-4	-4	0.1	8	1	5	0
> Nc1nc(-c2ccc3ccccc3c2)cs1
  3	1	-4	4	1	0.8	-6	-4	0	8
> CCP(=O)(c1ccccc1)C(C)(C)O (stereo unspecified)
  -2	-1	-2	-2	1	-1.4	4	-2	0	7
> CC(=O)Nc1cccc2cc(O)ccc12
  1	2	-6	5	7	-0.7	5	3	0	2
> CC(CCc1ccccc1)NC(=O)COC(=O)c1ccc(NC(N)=O)cc1 (stereo unspecified)
  1	2	-3	-5	-1	-1.1	-12	-1	1	4
> COc1ccccc1S(=O)Cc1ccc(C(=O)O)o1 (stereo unspecified)
  5	-1	-2	1	3	-2.4	1	0	1	-4
> Cc1ccc(CN(C(=O)c2csnn2)C(C(=O)NC2CCCC2)c2ccccn2)cc1 (stereo unspecified)
  -4	-6	3	-2	-2	-5.0	0	6	-1	-2
> COc1ccccc1NC(=O)OCCN1CCCC12CCC(c1ccccc1)CC2 (stereo unspecified)
  7	-5	0	0	.	.	.	-3	-1	.
> O=C(Nc1nnc(COc2ccc(F)cc2)s1)Nc1ccccc1F
  -1	7	-2	0	2	-1.3	.	1	-1	3
> O=C1C(=O)c2ccccc2C([O-])=C1[n+]1ccccc1
  0	-9	1	-1	0	-0.9	3	-3	-9	-1
> COc1ccc(/C=C(\C#N)c2n[nH]c(Cn3cncn3)n2)cc1
  -1	-8	0	0	-2	-0.3	.	0	-4	5
> N=c1c(C(=O)NCc2ccc3c(c2)OCO3)cc2c(=O)n3ccccc3nc2n1CC1CCCO1 (stereo unspecified)
  -4	-6	-1	6	7	-2.9	-2	-1	-6	4
> O=C(Cn1c2ccccc2c(=O)c2ccccc21)N/N=C/c1ccc(N2CCCC2)c([N+](=O)[O-])c1
  -3	1	-29	11	4	1.6	0	-2	-3	0
> O=CN1CCN(C(=O)Cc2ccc(Cl)cc2)CC1
  0	-1	-2	-3	1	-0.9	0	-1	1	3
> COc1ccccc1-n1nnnc1SCc1ccccc1
  -2	-1	1	0	-5	0.7	-11	2	-2	5
> CC(=O)c1ccc(NC(=O)c2cc(-c3cccs3)on2)cc1
  -1	-2	7	2	-2	-3.1	-7	0	1	2
> O=C(Nc1ccc(S(=O)(=O)Nc2ncccn2)cc1)c1ccc(F)c(S(=O)(=O)N2CCOCC2)c1
  4	0	-7	-2	16	0.6	-8	2	-2	3
> C=C(C)CN(CC)c1ccc(N2C(=O)CCCC2=O)cc1[N+](=O)[O-]
  -6	-6	3	2	-1	-1.3	-2	1	-4	0
> CC1=CC2=NC(=O)/C(=C\c3ccc(-c4cccc(Cl)c4)o3)C(=N)N2O1
  -4	-2	-30	-8	5	4.3	-53	-2	1	4
> Nc1nnc(SCC(=O)Nc2cc(C(F)(F)F)ccc2N2CCOCC2)s1
  4	7	-2	-12	2	-2.3	-3	-1	6	-1
> Cn1c(=O)n(CC(=O)N2CCN(c3nnc(-c4ccccc4)c4ccccc34)CC2)c2ccccc21
  -3	-1	1	0	0	1.7	-5	1	-1	2
> CC(C)OC(=O)c1cccnc1N1CCN(c2ccc(F)cc2)CC1
  -1	8	-3	-1	-6	-0.9	2	2	23*	5
> CC1CCN(C(=O)c2ccc(S(=O)(=O)Cc3cc(F)ccc3F)c([N+](=O)[O-])c2)CC1
  7	-3	8	7	-3	-0.1	5	-2	15	0
> CCOC(=O)C1(Cc2cccc(OC)c2)CCN(C2CCOCC2)CC1
  -6	-8	0	-1	-3	0.1	1	2	-4	5
> CCC(=O)N1CCc2cc(S(=O)(=O)NC(C(=O)NC(C)c3ccccc3)C(C)C)ccc21 (stereo unspecified)
  -1	-3	4	-3	6	1.3	14	-2	1	2
> O=C(NC1CCCC1)C(c1ccco1)N1CCC(O)(c2ccc(Cl)cc2)CC1 (stereo unspecified)
  6	4	-8	-7	-1	0.8	.	-2	1	0
> CCC(NC(=O)c1ccc2nc(Cc3ccc(OC)cc3)oc2c1)c1ccncc1 (stereo unspecified)
  1	1	-7	-2	-1	-0.4	-6	-5	2	-1
> Cc1ccc2[nH]c(C(F)(F)F)cc(=O)c2c1
  0	-3	-3	5	-4	-0.2	-1	-1	3	-7
> Cc1nc2cc3ccccc3cc2n1C
  -2	-1	2	0	1	-1.7	13	-1	-3	8
> O=C(CCC(=O)N/N=C/c1ccc(Br)s1)NCc1ccccc1
  1	1	5	5	-2	0.3	-2	0	2	3
> O=C(c1cc2c(ccc3ccccc32)oc1=O)N1CCCC1
  0	-1	1	2	0	1.2	-4	-4	-3	7
> CCc1ccc(NC(=O)CNC(=O)Cn2ccc3ccccc3c2=O)cc1
  -8	-1	4	0	-1	0.4	8	1	2	-1
> CCCNC(=O)C1(C)CCCN(C(=O)COCc2ccccc2)C1 (stereo unspecified)
  -8	-2	3	-9	0	0.8	.	6	1	-1
> CC(CCc1ccccc1)NC(=O)C(=O)N1CCOCC1 (stereo unspecified)
  -3	-4	2	-1	-1	-0.5	-1	3	0	3
> CC(C)Cc1nnc(NC(=O)c2cc(-c3ccncc3)nc3ccccc23)s1
  1	2	-6	3	6	0.6	5	-5	0	-1
> COCCNC(=O)c1onc(CSc2cccc(OC)c2)c1C(=O)NCCOC
  0	1	-2	1	-6	0.7	-9	-3	8	4
> O=C(OCc1nnc(-c2ccccc2)o1)C1CC(=O)N(CCc2ccccc2)C1 (stereo unspecified)
  0	-1	4	3	2	0.7	-16	-6	1	-10
> COc1ccc(NC(=O)Nc2cccs2)cc1OC
  2	1	4	7	7	-3.2	4	-2	-1	0

Exported comma-delimited: entries from further up
Structure,PRMT1 inh,MBD2 DNA inh,NR1D1 modulator,mABHD4 FP,rCAG RNA binder,PG9 binder,HTRA1 inhibitor,LEDGF integ inh,UHRF1 binding,TCR CD3 inh
CC(C)Cc1nnc(NC(=O)c2cc(-c3ccncc3)nc3ccccc23)s1,1,2,-6,3,6,0.6,5,-5,0,-1
CCC(=O)N1CCc2cc(S(=O)(=O)NC(C(=O)NC(C)c3ccccc3)C(C)C)ccc21 (stereo unspecified),-1,-3,4,-3,6,1.3,14,-2,1,2

Further entries.
Each structure is followed by: PRMT1 inh	MBD2 DNA inh	NR1D1 modulator	mABHD4 FP	rCAG RNA binder	PG9 binder	HTRA1 inhibitor	LEDGF integ inh	UHRF1 binding	TCR CD3 inh
> COc1cccc(Nc2nnc(SCn3nnc4ccccc4c3=O)s2)c1
  6	6	-1	-3	5	-2.1	-21	0	0	0
> CC(C)Cc1nnc(NC(=O)c2ccc3c(c2)OCCO3)s1
  1	0	-3	4	0	-1.2	-6	2	0	2
> COC(=O)c1ccc(OC(=O)CCN2C(=O)C3C4c5ccccc5C(c5ccccc54)C3C2=O)cc1 (stereo unspecified)
  2	6	6	4	2	-1.6	-4	-5	1	-2
> O=C(NCCSc1ccc(Cl)cc1)c1ccco1
  2	3	0	0	1	0.2	0	-2	-1	3
> C[C@H](NCCc1ccc(O)cc1)[C@H](O)c1ccc(O)cc1
  0	1	-3	-1	1	-0.8	3	0	0	8
> Cc1oc2c(c(C)cc3oc(=O)c(CC(=O)NCCCO)c(C)c32)c1C
  -4	3	9	1	0	2.1	5	-1	-5	2
> COc1ccccc1NCc1ccc([N+](=O)[O-])s1
  0	3	-3	2	6	-2.8	0	0	4	-8
> O=c1c2ccccc2cnn1-c1ccc(Cl)nn1
  -1	-8	-4	-1	0	-0.3	-4	-5	0	9
> CC1CCCN(C(=O)c2ccc3c(=O)n(C4CCCC4)c(=S)[nH]c3c2)C1 (stereo unspecified)
  -1	1	-5	3	1	0.3	-7	0	-3	7
> COc1ccc(C(=O)OCC(=O)N2CCCCCC2)cc1S(=O)(=O)N1CCOCC1
  1	2	1	8	2	-1.1	4	-1	6	-4
> CCOC(=O)C1CCN(C(=O)CCc2c(C)nc3cc(-c4ccccc4)nn3c2C)CC1
  -3	2	-2	2	1	0.5	-3	2	1	-10
> COC(=O)c1ccccc1NC(=O)CSc1nnnn1C
  2	-1	1	-2	-1	-1.8	-4	0	11	7
> CN1C(=O)C(C)(C)N(C(=O)c2cccc([N+](=O)[O-])c2)c2ccccc21
  5	0	2	5	0	1.6	8	-4	1	-3
> CCc1nc2c(OCCc3cccc(OC)c3)cccn2c1N(C)C(=O)c1ccc(C)cc1
  2	-1	-3	5	3	2.1	.	0	-2	-5
> CCOc1ccc(S(=O)(=O)Nc2ccc(C(=O)N3CCC3)cc2)cc1
  1	-4	-3	-9	-1	-1.8	-6	0	-1	-1
> COc1ccccc1/C=C/C=N/N1CCN(Cc2ccccc2)CC1
  1	0	-1	2	-2	1.1	-1	-2	3	-3
